Screening data deposited in PubChem BioAssay by National Center for Advancing Translational Sciences (NCATS).
JMJD2A Tudor inh – JMJD2A Tudor domain (human) inhibition. Potency, µM (titrated, usually from 114 µM), inactives show at the highest dose activity change, negative = inhibition, usual class: inhibitors. AlphaScreen JMJD2A-Tudor / H3K4me3 peptide binding. actives 4.4% (n = 390,000). O75164; note: potency is the fitted concentration of half-maximal effect; % is set by controls: 0 for no effect and ±100 for the full control effect; nearly all actives have a fitted effect of over 50% in size
ERG-DNA inh – ERG Ets/DNA interaction inhibition. P11308. fluorescence polarization, His-ERG Ets domain / labelled DNA. Potency, µM (titrated, usually from 76.9 µM), for inactives: at the highest dose FP activity, negative = inhibition, hits mostly inhibitors. actives 0.028% (n = 370,000). AID 624246; active = well fitted inhibition curve with a large enough effect in the polarisation, with a control signal flat; inconclusive = small, poorly fitted or top-dose-only effect, or effect the other way, or a change in a side signal; inactive = no such curve, though single readings can be large or run the other way; the % refers to the polarisation;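 note: polarization taken with two DNA probes labelled with fluorescein and Texas red; potency is the fitted concentration of half-maximal effect; % of control where 0% means no effect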
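His-tagged ERG Ets domain (1 uM in the protein solution; 300mM KCl, 50mM Tris-HCl, 1mM EDTA, 1mM DTT, pH 7.5) received compound, then a probe mix of 5 nM fluorescein-DNA and 100nM Texas-615-DNA. Fluorescence polarization was read for both dyes.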
RGS4 inh – inhibitors of human regulator of G protein signaling 4; actives 0.039% (n = 390,000); P49798; Transcreener GDP fluorescence polarization, RGS4-accelerated GTP hydrolysis; Potency, µM (top dose mostly 114 µM), for inactives: at the highest dose activity change, negative = inhibition, most hits filed as inhibitors; note: potency is the fitted concentration of half-maximal effect; % is set by controls: 0 for no effect and ±100 for the full control effect; nearly all actives have a fitted effect of over 75% in size; some results filed as inactive show a strong effect at the top dose
Target sequence (P49798 whole entry, looked up): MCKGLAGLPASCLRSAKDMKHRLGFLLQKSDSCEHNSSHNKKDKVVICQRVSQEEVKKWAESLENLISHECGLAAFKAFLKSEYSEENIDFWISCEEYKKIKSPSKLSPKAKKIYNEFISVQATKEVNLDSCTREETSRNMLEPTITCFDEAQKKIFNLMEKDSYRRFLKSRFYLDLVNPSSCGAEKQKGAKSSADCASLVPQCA
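MLSMR compounds (23 nl, pin-transferred) preincubated 10 min at room temperature with a 500nM (2x) first reagent, then RGS4 at 900nM (2x) plus Transcreener GDP mix added; fluorescence polarization (620/688 nm) read before and after 90 min at 30 °C.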
HP1b binding inh – inhibitors of HP1-beta chromodomain binding to methylated histone tails | P83916 | AlphaScreen HP1-beta / biotin-H3K9me3 peptide binding | Potency, µM (series often up to 114 µM), for the others: top-dose activity change, negative = inhibition, hits mostly inhibitors | actives 0.56% (n = 390,000); note: potency is the fitted concentration of half-maximal effect; nearly all actives have a fitted effect of over 70% in size; inactives centre near 23
Target sequence (P83916 whole entry, looked up): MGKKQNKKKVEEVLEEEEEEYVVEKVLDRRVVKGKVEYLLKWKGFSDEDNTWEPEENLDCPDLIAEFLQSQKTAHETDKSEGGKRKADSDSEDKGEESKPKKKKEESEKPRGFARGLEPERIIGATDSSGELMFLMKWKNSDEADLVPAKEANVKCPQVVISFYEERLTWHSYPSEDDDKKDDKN
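AlphaScreen: HP1-beta (50 nM) preformed 30 min with biotin-H3(1-18)K9me3 peptide (50 nM) in PBS pH 7.4, 0.01% Tween-20. Compound added for 30 min at RT, then streptavidin donor/nickel chelate acceptor beads (10 ug/mL) for 30 min.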
BAZ2B inh – blocks human BAZ2B | AlphaScreen BAZ2B-H3K14Ac peptide displacement | Potency, µM (series often up to 114 µM), for the others: top-dose activity change, negative = inhibition, hits mostly inhibitors | actives 4.4% (n = 360,000) | AID 504333; note: potency is the fitted concentration of half-maximal effect; % is set by controls: 0 for no effect and ±100 for the full control effect; nearly all actives have a fitted effect of over 60% in size
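Protein-peptide AlphaScreen: BAZ2B 50 nM, b-H3K14Ac 50 nM, 1x PBS pH 7.4 + 0.01% Tween-20. Preincubation 30 min RT; cpd 30 min RT (top 110 uM); beads 20 min RT, light-protected.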
PI4K2A block – blocks human PI4K2A kinase activity; AID 1346378; activity change, negative = inhibition, % at 76.9 µM; Q9BTU6; actives 0.13% (n = 420,000); purified PI4K2A, ADP-Glo luminescence, 1 h; hits give low values; in the data active = activity change below about -50%; inconclusive = mostly about -30% to -49%;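 note: -100% = wells without enzyme as full effect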
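ADP-Glo luminescence measured ADP generated by PI4K2A enzyme (4 ug/mL before mixing) with 1.2 mM PI substrate (pre-mix) and 300 microM ATP (pre-mix). Tris pH7.5 buffer with MgCl2, Triton X-100; 1 h reaction at ambient temperature.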
G9a block – G9a (human) methyltransferase inhibition; Q96KQ7; G9a H3K9 monomethylation, AlphaScreen, 2 h; Potency, µM (top dose mostly 102 µM), for inactives: at the top dose activity, negative = inhibition, hits mostly inhibitors; actives 8.8% (n = 350,000); note: potency is the fitted concentration of half-maximal effect; % is set by controls: 0 for no effect and ±100 for the full control effect; nearly all actives have a fitted effect of over 75% in size
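AlphaScreen detection with an anti-monomethyl H3K9 antibody quantified product after a 2 h room-temperature reaction containing 500 nM biotinylated H3K9 peptide, 20 µM SAM and 20 nM enzyme, which had been preincubated 15 min with compound.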
GLS inhibitor – blocks human kidney-isoform glutaminase activity | O94925 | Potency, µM (top dose mostly 45.5 µM), without a hit: at the top dose activity change, negative = inhibition, hits mostly inhibitors | actives 0.21% (n = 410,000) | GLS enzymatic activity, qHTS titration; note: potency is the fitted concentration of half-maximal effect; % is set by controls: 0 for no effect and ±100 for the full control effect
Target sequence (O94925 whole entry, looked up, canonical isoform): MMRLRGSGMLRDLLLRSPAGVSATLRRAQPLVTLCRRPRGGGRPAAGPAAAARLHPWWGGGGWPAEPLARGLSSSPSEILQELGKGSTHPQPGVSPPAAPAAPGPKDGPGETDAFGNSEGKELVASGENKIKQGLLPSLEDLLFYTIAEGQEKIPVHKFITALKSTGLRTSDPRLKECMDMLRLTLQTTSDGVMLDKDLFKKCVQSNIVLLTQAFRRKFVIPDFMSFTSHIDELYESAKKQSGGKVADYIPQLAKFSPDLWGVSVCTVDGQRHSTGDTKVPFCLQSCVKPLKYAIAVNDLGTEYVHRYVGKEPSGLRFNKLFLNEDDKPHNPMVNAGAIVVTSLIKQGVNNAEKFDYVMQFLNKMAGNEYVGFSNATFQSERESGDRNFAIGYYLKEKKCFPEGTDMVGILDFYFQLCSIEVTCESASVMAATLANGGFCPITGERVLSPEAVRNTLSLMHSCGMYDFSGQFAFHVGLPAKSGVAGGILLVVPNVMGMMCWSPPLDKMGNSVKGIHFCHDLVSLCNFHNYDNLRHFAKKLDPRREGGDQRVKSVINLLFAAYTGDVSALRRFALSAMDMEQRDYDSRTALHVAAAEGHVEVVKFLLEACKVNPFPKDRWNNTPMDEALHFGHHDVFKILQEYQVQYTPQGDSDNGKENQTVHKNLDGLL
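hKGA; 45 mM KH2PO4 pH 8.2 + 0.02% Tween-20; cpd via pin tool; 1 mM Gln soln; GluOx/HRP/Amplex Red; RT 30 min; fluor. t0 & final.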
12-LOX inh – ALOX12 (human) lipoxygenase inhibition; Potency, µM (highest dose often 108 µM), for inactives: at the highest dose activity change, negative = inhibition, usual class: inhibitors; purified 12hLO, xylenol orange hydroperoxide absorbance; actives 1.1% (n = 580,000); AID 1671190; note: potency is the fitted concentration of half-maximal effect; % is set by controls: 0 for no effect and ±100 for the full control effect
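Hydroperoxide product was detected by ferrous iron/xylenol orange as the 573 to 405 nm absorbance ratio. Arachidonic acid at 40 uM (final) was turned over for 30 min at room temperature by 150 nM human 12hLO, pH 7.0 Hepes buffer, after 15 min compound preincubation.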
Numbers without * were called inactive; ? = inconclusive; . = no result given; & = joins results of further samples; [ ] = another dose, or the depositor's remark. Unless noted, calls come from the whole dose curve; as a rule, active = well fitted curve in the direction sought with a large enough effect; inconclusive = small, poorly fitted or top-dose-only effect, or another doubt; inactive = no such curve, though single readings can be large; an effect the other way counts as inactive or inconclusive.

1	COc1ccc(Cc2nnc3sc(SCC(=O)Nc4ccccc4)nn3c2=O)cc1OC
2	CC(C)C(=O)Nc1ccccc1N1CCN(C(=O)c2ccccc2)CC1
3	O=C(c1c[nH]c2ccc(S(=O)(=O)N3CCC4(CC3)OCCO4)cc2c1=O)N1CCOCC1
4	CCN(CC)c1ccc(CNc2nc3ccccc3n2CCN2CCCCC2)cc1
5	CCOC(=O)c1ccc(CN(Cc2ccc(F)cc2)S(=O)(=O)c2ccc(F)c(C(=O)Nc3ccccc3C(F)(F)F)c2)cc1
6	CC(=O)c1ccc(NC(=O)C2CC(=O)N(C(C)C)C2)cc1 (stereo unspecified)

assay / entry	1	2	3	4	5	6
JMJD2A Tudor inh	-23%	-2%	-9%	40µM*	-6%	-3%
ERG-DNA inh	15%	11%	-4%	-6%	-5%	4%
RGS4 inh	-48%	1%	-27%	-10%	10%	-2%
HP1b binding inh	41%[activator]	32%	31%	?	41%[activator]	16%
BAZ2B inh	8%	-7%	-2%	14µM*	3%	-4%
PI4K2A block	1	0	9	-1	7	2
G9a block	8%[0.501 µM]	-17%[12.7 µM]	10%[59 µM]	25µM*	13%[59 µM]	22%[59 µM]
GLS inhibitor	-8%	-9%	-5%	20%	7%	5%
12-LOX inh	24%	9%	-2%	?	0%	0%

7	COc1ccc(N2CCN(C(=O)CCNS(=O)(=O)c3ccccc3)CC2)cc1
8	O=C(Nc1ccccc1)c1sc(Cl)nc1-c1ccccc1
9	COc1ccc(CCNc2c(C=O)c(=O)[nH]c3ccccc23)cc1OC
10	COc1cc2[nH]c(=S)n(Cc3ccc(F)cc3)c(=O)c2cc1OC
11	COc1ccccc1OCc1ccc(C(=O)N2N=C(C(F)F)CC2(O)C(F)F)o1 (stereo unspecified)
12	Cc1ccc(CCNS(=O)(=O)c2c(C)nc3sc(C)c(C)n3c2=O)cc1

assay / entry	7	8	9	10	11	12
JMJD2A Tudor inh	?	-9%	-16%	-6%	-5%	1%
ERG-DNA inh	2%	58%[activator]	-11%	20%	-2%	0%
RGS4 inh	?	2%	-3%	35%	20%	-19%
HP1b binding inh	-13%	20%	12%	38%	33%	67%[activator]
BAZ2B inh	-10%	6%	15%	0%	0%	-1%
PI4K2A block	-4	2	2	-2	5	0
G9a block	.	-6%[59 µM]	.	10%	9%[59 µM]	1%[59 µM]
GLS inhibitor	0%	1%	-4%	1%	7%	0%
12-LOX inh	-8%	2%	4%	23%	23%	-6%

13	CN(C)c1ccc(NC(=O)CSc2nnc(C3CCCCC3)n2N)cc1
14	Cc1nn(-c2ccc3nnc(C)n3n2)c(C)c1CCC(=O)Nc1ccc(OC(F)(F)F)cc1
15	O=C1CC(c2ccco2)CC(O)=C1C=Nc1ccc(Br)cc1 (stereo unspecified)
16	CC(=O)c1cc(OC(=O)N2CCOCC2)ccc1OC(=O)N1CCOCC1
17	CCCn1c(=O)c2ccccc2n2c(SCc3nnc(-c4ccccc4Br)o3)nnc12
18	CC(C)C(=O)N1N=C2CCCCC2C1(O)C(F)(F)F (stereo unspecified)

assay / entry	13	14	15	16	17	18
JMJD2A Tudor inh	?	-7%	-14%	-7%	-5%	-4%
ERG-DNA inh	-13%	-2%	1%	-5%	.	1%
RGS4 inh	6%[11.4 µM]	-24%	-24%	1%	11%	33%
HP1b binding inh	19%	14%[57 µM]	9%	34%	17%	30%
BAZ2B inh	?	3%	-38%	3%	11%	-13%
PI4K2A block	-2	-1	1	7	-2	4
G9a block	40µM*	4%[59 µM]	14µM*	-1%	11%[59 µM]	17%
GLS inhibitor	15%	0%	13%	-1%	3%	0%
12-LOX inh	4%	-22%	21%	0%	5%	-1%

19	NC(=O)N/N=C/c1cn(CC(=O)Nc2ccc(F)cc2)c2ccccc12
20	CCC(C)[C@H]1CN=C(N)N1CCc1cccc2ccccc12 (stereo partly specified)
21	Clc1ccc(/C=N/Nc2nnc(Cl)c3ccccc23)cc1
22	COc1ccc(CCNC(=O)c2ccc(OCC(=O)N3CCOCC3)c(OC)c2)cc1
23	O=S(=O)(NCCN1CCOCC1)c1ccc2c(c1)OCCO2
24	Cc1snc(SCc2c(F)cccc2Cl)c1C#N

assay / entry	19	20	21	22	23	24
JMJD2A Tudor inh	-9%	-25%	0%	-16%	-6%	230%[activator]
ERG-DNA inh	-3%	0%	.	-12%	4%	-9%
RGS4 inh	-11%	-2%	7%	-25%	-29%	12%
HP1b binding inh	11%	4%	36%	17%	54%[activator]	231%[activator]
BAZ2B inh	-12%	.	12%	-4%	9%	180%[activator]
PI4K2A block	2	8	-3	0	0	2
G9a block	.	.	19%[59 µM]	8.9µM*	21%	254%[activator]
GLS inhibitor	10%	-1%	5%	-1%	-8%	13%
12-LOX inh	-20%	2%	9%	-7%	12%	.

25	Cc1ccc(S(=O)(=O)NCC(=O)Nc2cccnc2)cc1C
26	Nc1ncnc2c1ncn2[C@@H]1O[C@H](CNS(=O)(=O)c2cc3ccccc3s2)[C@@H](O)[C@H]1O
27	COCCCNC(=O)c1cc(=O)n(Cc2ccc(Cl)cc2)c2ccccc12
28	O=C(Nc1ccn(CCCNCC2CCCO2)c(=O)n1)OCc1ccccc1 (stereo unspecified)
29	CN(CCO)c1nc(N)c2c(N)nc3c(c2c1C#N)CC(=O)N3Cc1cccs1
30	COc1ccc(F)cc1S(=O)(=O)N1CCN(c2ccccn2)CC1

assay / entry	25	26	27	28	29	30
JMJD2A Tudor inh	-3%	-25%	?	-1%	-7%	-15%
ERG-DNA inh	-19%	2%	1%	9%	4%	20%
RGS4 inh	30%	8%	-32%	-8%	-23%	-5%
HP1b binding inh	11%	6%	-1%	45%[activator]	34%	26%
BAZ2B inh	.	.	18%	.	-26%	-3%
PI4K2A block	2	-1	4	0	-4	-2
G9a block	.	.	31%[activator]	.	?	?
GLS inhibitor	-12%	-3%	4%	-4%	5%	3%
12-LOX inh	?	27%	0%	17%	0%	-37%

An excerpt from above in order of molar mass, largest number first.
26	Nc1ncnc2c1ncn2[C@@H]1O[C@H](CNS(=O)(=O)c2cc3ccccc3s2)[C@@H](O)[C@H]1O
22	COc1ccc(CCNC(=O)c2ccc(OCC(=O)N3CCOCC3)c(OC)c2)cc1
28	O=C(Nc1ccn(CCCNCC2CCCO2)c(=O)n1)OCc1ccccc1 (stereo unspecified)
27	COCCCNC(=O)c1cc(=O)n(Cc2ccc(Cl)cc2)c2ccccc12
30	COc1ccc(F)cc1S(=O)(=O)N1CCN(c2ccccn2)CC1
23	O=S(=O)(NCCN1CCOCC1)c1ccc2c(c1)OCCO2
24	Cc1snc(SCc2c(F)cccc2Cl)c1C#N
20	CCC(C)[C@H]1CN=C(N)N1CCc1cccc2ccccc12 (stereo partly specified)

assay / entry	26	22	28	27	30	23	24	20
JMJD2A Tudor inh	-25%	-16%	-1%	?	-15%	-6%	230%[activator]	-25%
ERG-DNA inh	2%	-12%	9%	1%	20%	4%	-9%	0%
RGS4 inh	8%	-25%	-8%	-32%	-5%	-29%	12%	-2%
HP1b binding inh	6%	17%	45%[activator]	-1%	26%	54%[activator]	231%[activator]	4%
BAZ2B inh	.	-4%	.	18%	-3%	9%	180%[activator]	.
PI4K2A block	-1	0	0	4	-2	0	2	8
G9a block	.	8.9µM*	.	31%[activator]	?	21%	254%[activator]	.
GLS inhibitor	-3%	-1%	-4%	4%	3%	-8%	13%	-1%
12-LOX inh	27%	-7%	17%	0%	-37%	12%	.	2%

(list continues)
31	COc1ccc(CN(C)CC(=O)c2c(N)n(Cc3ccccc3)c(=O)n(C)c2=O)c(OC)c1
32	O=C1C=C(c2ccccc2)OC(=O)C1C(=O)c1ccccc1 (stereo unspecified)
33	CC1CCC(NC(=O)c2ccc(NS(=O)(=O)c3ccc4[nH]c(=O)[nH]c4c3)cc2)CC1 (stereo unspecified)
34	Cc1nc(Cl)sc1C(=O)NC(C)c1ccc(Cl)cc1 (stereo unspecified)
35	COc1ccccc1C(=O)NCC(=O)OC(C)C(=O)NC1CCCCC1C (stereo unspecified)

assay / entry	31	32	33	34	35
JMJD2A Tudor inh	-4%	-13%	-13%	-1%	-6%
ERG-DNA inh	.	.	2%	0%	0%
RGS4 inh	2%	42%	-17%	2%	11%
HP1b binding inh	2%	26%	6%	49%[activator]	26%
BAZ2B inh	12%	-6%&10%	-3%	8%	-2%
PI4K2A block	4	0	3	4	0
G9a block	18%[12.7 µM]	-17%	5%[59 µM]	-5%[59 µM]	1%[12.7 µM]
GLS inhibitor	-1%	11%	2%	-8%	1%
12-LOX inh	18%	18%	2%	-10%	-3%

A portion of the library (hit frequency here may not be typical).
